# XIAP displacement – XIAP antagonists, biochemical, IAP family, fluorescence polarization (AID 1018); one-dose displacement, % at 20 µM; IC50 in µM for titrated hits; hit rate 0.007% among 200,000; XIAP BIR domain, fluorescence polarization peptide displacement; higher % means a stronger effect; in the data active means displacement above about 50%; further: a part of the inactive calls stands beside numbers as strong as those of hits
# SIAH1 antagonists – blockers of Siah-1 interaction with plectin peptide – biochemical, fluorescence polarization, rhodamine-plectin, uHTS, primary screen (AID 1817); Siah-1 / rhodamine-plectin peptide fluorescence polarization; higher % means a stronger effect; displacement, % at 20 µM; hits with a dose series show IC50 in µM; hit rate 0.02% among 290,000;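 active means displacement of at least 50% at 20 µM, with a fluorescence ratio check between 0.3 and a set limit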;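 further: plate controls were Siah plus tracer with DMSO for no effect and tracer alone without Siah for full effect; strong numbers were not always called active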
# P. falciparum M1AAP – malaria alanyl aminopeptidase activity blockers – biochemical, fluorogenic H-Leu-NHMec substrate, 1536-well (AID 1445). recombinant M1AAP, H-Leu-NHMec fluorogenic kinetic assay; higher % means a stronger effect. hit rate 0.42% among 220,000. inhibition, % at 30 µM, or IC50 in µM where a hit was titrated;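 active means primary inhibition above the hit cutoff, then over 50% inhibition at one or more dose response concentrations, cut at about 23% in these data, passing the limit was not always enough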;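 further: plate controls were DMSO full reaction for no effect and no enzyme background for full effect; strong numbers were not always called active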
# human PMI inhibitors – human PMI inhibitors, high substrate, primary screen, biochemical, fluorescence intensity, high mannose 6-phosphate (AID 1220); hit rate 0.66% among 190,000; one-dose inhibition, % at 20 µM; IC50 in µM for titrated hits; recombinant PMI enzyme, coupled fluorescence intensity; higher % means a stronger effect; in the data active means inhibition above about 50%
# P. falciparum M17LAP – P. falciparum M17LAP inhibitors, primary screen, biochemical, fluorogenic H-Leu-NHMec substrate, 1536-well (AID 1619); recombinant M17LAP, H-Leu-NHMec fluorogenic kinetic assay; higher % means a stronger effect; inhibition, % at 30 µM; hits with a dose series show IC50 in µM; hit rate 0.38% among 220,000;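 active means compound inhibiting the enzyme by more than half at any dose during confirmatory dose-response retesting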;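 further: plate controls were full reaction with DMSO carrier for no effect and no enzyme background for full effect; strong numbers were not always called active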
# Yfh1-off respiration – mitochondrial function rescue without frataxin homolog – Friedreich's ataxia, plus single-dose screen, dose response (AID 1465); hit rate 0.074% among 220,000; S. cerevisiae Yfh1-off respiration, WST-1 reduction, 72 h; higher fold induction means a stronger effect; fold induction at 50 µM; hits with a dose series show EC50 in µM;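 active means fold induction of absorbance versus untreated yeast above a set limit, then at least 30% activation at any dose in follow-up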;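 further: activators that raise dye reduction in frataxin-depleted yeast; strong numbers were not always called active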
# Salmonella PhoP GFP – inhibitors of PhoP regulon expression, primary screen, Salmonella Typhimurium, GFP reporter (AID 1863). S. Typhimurium PhoP-regulated promoter GFP reporter, 4 h; higher % means a stronger effect. inhibition, % at 50 µM, or IC50 in µM where a hit was titrated. hit rate 0.16% among 300,000;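 active means inhibition over 29.93%, a cutoff 3 SD above the screen mean, later confirmed by dose response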;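 further: 0% = low Mg2+ inducing control and 100% = high Mg2+ repressing control; strong numbers were not always called active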
# West Nile virus CPE – West Nile virus antiviral activity, cell-based, CPE readout (AID 1621); West Nile virus-infected cells, CPE inhibition; higher % means a stronger effect; CPE inhibition, % at 10 µM, or IC50 in µM where a hit was titrated; hit rate 0.02% among 290,000; in the data active means a potency from the dose series; further: strong numbers were not always called active
# ER stress rescue – protection against thapsigargin-triggered cell killing – 384-well, CSM14.1, ATP luminescence, primary screen (AID 1222); 190,000 tested, under 10 active; CSM14.1 thapsigargin-induced death rescue, ATP luminescence; higher % means a stronger effect; cellular ATP content (survival), % at 20 µM; hits with a dose series show EC50 in µM;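 active means EC50 below 50 µM in the dose-response confirmation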;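 further: death triggered by thapsigargin at about 15 µM added after 2 h compound pretreatment; cell ATP read after overnight thapsigargin exposure of roughly 18 to 22 hours; normalized against plate controls of thapsigargin alone and 5% DMSO vehicle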
# The depositor's hits bear a star; i = inactive; x = no result given.
structure | XIAP displacement | SIAH1 antagonists | P. falciparum M1AAP | human PMI inhibitors | P. falciparum M17LAP | Yfh1-off respiration | Salmonella PhoP GFP | West Nile virus CPE | ER stress rescue
Brc1nnc2n1-c1ccccc1Sc1ccccc1-2 | -6.7% | -2% | 1% | -12% | -6% | i | 0% | 0.0% | -2.0%
Nc1nonc1C(=O)N1CCCCC1 | -6.0% | 6% | 2% | -5% | -3% | i | -6% | 0.0% | -13%
COC(=O)c1cc2c(cc1NC(=O)CSCCc1ccccn1)OCO2 | -4.8% | -4% | 4% | 7% | -7% | i | 4% | 0.2% | -1.9%
CCN(CC)C(=O)c1c(C)nc2ccccn12 | -5.2% | 8% | -1% | 3% | -2% | i | 1% | 1.3% | -2.7%
OCCC1CN(Cc2ccccc2O)CCN1CCc1ccccc1 (stereo unspecified) | -3.7% | -2% | 4% | -7% | 2% | i | -10% | -1.1% | -1.0%
COc1ccc(-c2nc(-c3cccc(C)c3)[nH]c(=O)c2C#N)cc1 | -3.1% | -3% | -7% | -8% | 2% | i | 4% | -0.3% | 0.1%
O=c1c2ccccc2n(Cc2ccc(Cl)cc2)c(=O)n1Cc1ccco1 | -3.5% | -2% | -3% | 9% | -5% | i | -5% | 0.0% | -1.1%
O=C(CSc1nnc(-c2ccco2)o1)c1ccc([N+](=O)[O-])cc1 | x | -1% | -8% | x | 0% | i | -5% | -0.1% | x
CC1CCN(CCC(=O)Nc2ccc3c(c2)OCCO3)CC1 | -3.3% | 16% | 0% | -3% | 2% | i | 2% | 0.2% | -0.4%
S=C(NCc1ccccc1Cl)Nc1ccccc1Cl | -3.6% | -3% | -2% | 9% | -4% | i | 14% | 0.4% | -1.9%
Cc1cnc(NC(=O)/C=C/c2ccc(Br)o2)s1 | x | 6% | 1% | x | 4% | i | -10% | 1.0% | x
O=C(Nc1nc2cc3c(cc2s1)OCO3)C1CC1 | x | -1% | 2% | x | -8% | i | -12% | 0.7% | x
Cc1ccc2c(c1)C(c1ccc([N+](=O)[O-])cc1)=NNC(c1ccc(Br)cc1)=N2 | 2.8% | -2% | 11% | -3% | -9% | i | -6% | -1.1% | -2.7%
COc1cccc(Nc2nnc(SCc3nc4ccccc4s3)s2)c1 | -9.6% | 1% | 9% | 9% | 12% | i | 20% | -0.4% | -3.0%
CNc1nc(SC)nc(N(C)C#N)n1 | -4.1% | 6% | 2% | -7% | 2% | i | -4% | -0.9% | 0.0%
CCCCSc1nnc([C@@H](NC(=O)OC(C)(C)C)C(C)C)o1 | 0.4% | 1% | 3% | -1% | 9% | i | -4% | -1.0% | 1.0%
COc1ccc(/C=N/NC(=S)SC)cc1OC | -2.7% | -2% | 10% | 10% | 11% | i | 5% | 0.2% | -0.6%
CC(C)(C)NC(=O)CN(C(=O)CNS(=O)(=O)c1ccccc1)c1ccc2c(c1)OCCO2 | -15% | 1% | -7% | -3% | 1% | i | -2% | -0.4% | 3.3%
COc1ccc(CCNC(=O)COc2ccc(S(=O)(=O)N3CCCC3)cc2)cc1 | -1.2% | 1% | -3% | -1% | 1% | i | 1% | -1.0% | 0.6%
CCOC(=O)N1CCN(C(=O)c2ccc(C)c(S(=O)(=O)Nc3ccccc3)c2)CC1 | -11% | 2% | 18% | 2% | -2% | i | -5% | -0.4% | 0.7%
Nc1ccc(C(=O)c2cccs2)cc1 | 1.0% | 22% | 11% | 0% | 29% | i | -1% | -0.5% | 1.4%
CCCn1ncc(CN2CCN(CCc3ccccc3)C(CCO)C2)c1C (stereo unspecified) | -6.3% | 2% | 3% | 1% | -3% | i | 0% | -1.0% | 2.1%
CC(=O)c1cc(-c2ccccc2)n(CC(=O)NC(C)(C)C)c1C | 2.3% | 4% | 5% | -7% | 14% | i | 4% | x | -0.6%
c1ccc(Cn2nnc3c(NCc4ccc5c(c4)OCO5)ncnc32)cc1 | x | -2% | 9% | x | 7% | i | -9% | -0.3% | x
Nc1ccc2c(c1)OC1(CCCC1)O2 | -3.5% | -5% | 6% | 36% | 2% | i | 7% | 0.7% | -0.3%
Cc1nnc(CN(C)Cc2cn[nH]c2-c2ccc(-c3ccccc3)cc2)o1 | -13% | -1% | 2% | 0% | -3% | i | -5% | 0.2% | -0.3%
COc1ccc(C(=O)NC(=S)Nc2ccccc2N2CCOCC2)cc1Br | -0.4% | -2% | 4% | 23% | 7% | i | 8% | -0.4% | 2.0%
COc1cccc(N2CCN(C(=O)CCn3c(=S)[nH]c4cc5c(cc4c3=O)OCO5)CC2)c1 | -1.3% | 2% | 1% | -3% | -4% | i | 7% | -0.1% | -0.9%
COc1cc(NC(=O)Cn2c(=O)n(CC3CCCO3)c(=O)c3ccccc32)cc(OC)c1 (stereo unspecified) | -6.4% | 2% | 3% | 5% | -9% | i | 11% | -1.0% | -0.7%
CNC(=O)NC(=O)C(C)OC(=O)CCCSc1nc2ccccc2s1 (stereo unspecified) | -8.4% | -2% | -8% | 5% | 1% | i | -13% | 0.0% | -1.4%
COc1ccc(-n2ncc3c(NCCN4CCOCC4)ncnc32)cc1 | -10% | 0% | -2% | 6% | -13% | i | 2% | 0.0% | 0.0%
COc1cccc(C2C(C(N)=O)=C(C)Nc3nc(-c4cccc(Cl)c4)nn32)c1 (stereo unspecified) | -1.8% | 3% | -3% | -5% | 8% | i | 3% | 0.6% | -1.1%
CCN1C(=O)N[C@@H](c2ccc(Br)cc2)C(C(=O)OC)=C1C | 18% | 2% | 9% | -13% | -4% | i | -5% | -0.7% | -1.8%
CC1COC(c2cccn2Cc2ccccc2Cl)=N1 (stereo unspecified) | 0.1% | 7% | -2% | 10% | 1% | i | 14% | 0.3% | 4.0%
CCN(c1ccc(NC(=O)COC(=O)CCc2cc(OC)c(OC)c(OC)c2)cc1)C(C)C | -8.4% | 0% | -2% | 0% | -11% | i | -3% | 0.5% | 0.2%
COC(=O)c1cc(NS(=O)(=O)c2ccc3c(c2)CCC(=O)N3)cc(C(=O)OC)c1 | -5.4% | 1% | 9% | 12% | 4% | i | -4% | -0.2% | -4.0%
CN(C)S(=O)(=O)Oc1cc(Cl)ccc1C(=O)Nc1ccc(F)cc1F | -8.1% | 0% | -3% | -6% | -1% | i | 0% | -1.5% | x
S=C(NCc1ccccc1)Nc1ccc2cn[nH]c2c1 | x | 9% | -3% | x | -6% | i | 2% | -0.2% | x
O=C(O)[C@H](Cc1ccccc1)N1C(=O)c2ccncc2C1=O | -2.3% | 2% | -2% | 15% | -1% | i | 3% | 0.6% | -1.8%
O=C(Cn1c(=O)sc2ccccc21)Nc1ccc(S(=O)(=O)N2CCCCC2)cc1 | -4.9% | -1% | 1% | 16% | 14% | i | 1% | -1.2% | -0.4%
O=C(OCc1ccccc1)C1=NNC2C(=O)N(Cc3ccccc3)C(=O)C12 (stereo unspecified) | -6.7% | -4% | 5% | -3% | -3% | i | 1% | 1.2% | -3.1%
Cc1ccc(C(=O)ONc2ccc(N=NC(=O)c3ccccc3O)cc2)cc1 | 6.4% | 7% | 19% | -5% | 3% | i | -12% | -0.7% | -3.1%
Cc1[nH]c2ccccc2c1C(=O)CSc1nc2ccccc2[nH]1 | -1.9% | 0% | 0% | 14% | -15% | i | 1% | -0.7% | -1.7%
Cn1cccc1/C=C1\CCC/C(=C\c2cccn2C)C1=O | -14% | -2% | 4% | 1% | 4% | i | -13% | 0.1% | -2.6%
COc1cccc(-c2cc3nc(-c4ccccc4)cc(N4CCCC(O)C4)n3n2)c1 (stereo unspecified) | -4.8% | 0% | x | 17% | x | i | x | 0.1% | -0.7%

# Ordered by heavy-atom count (falling): five of the compounds above
structure | XIAP displacement | SIAH1 antagonists | P. falciparum M1AAP | human PMI inhibitors | P. falciparum M17LAP | Yfh1-off respiration | Salmonella PhoP GFP | West Nile virus CPE | ER stress rescue
CC(C)(C)NC(=O)CN(C(=O)CNS(=O)(=O)c1ccccc1)c1ccc2c(c1)OCCO2 | -15% | 1% | -7% | -3% | 1% | i | -2% | -0.4% | 3.3%
CCOC(=O)N1CCN(C(=O)c2ccc(C)c(S(=O)(=O)Nc3ccccc3)c2)CC1 | -11% | 2% | 18% | 2% | -2% | i | -5% | -0.4% | 0.7%
O=C(Cn1c(=O)sc2ccccc21)Nc1ccc(S(=O)(=O)N2CCCCC2)cc1 | -4.9% | -1% | 1% | 16% | 14% | i | 1% | -1.2% | -0.4%
COc1ccc(-n2ncc3c(NCCN4CCOCC4)ncnc32)cc1 | -10% | 0% | -2% | 6% | -13% | i | 2% | 0.0% | 0.0%
CC(=O)c1cc(-c2ccccc2)n(CC(=O)NC(C)(C)C)c1C | 2.3% | 4% | 5% | -7% | 14% | i | 4% | x | -0.6%

# (more compounds)
structure | XIAP displacement | SIAH1 antagonists | P. falciparum M1AAP | human PMI inhibitors | P. falciparum M17LAP | Yfh1-off respiration | Salmonella PhoP GFP | West Nile virus CPE | ER stress rescue
Clc1ccccc1Cn1c(/C=C/c2ccco2)nc2ccccc21 | -6.0% | -2% | 11% | -45% | 3% | i | -11% | -0.5% | 4.9%
c1ccc(CCNc2ncnc3nc[nH]c23)cc1 | -1.7% | 6% | 4% | 7% | 25% | i | 13% | -0.2% | 0.3%
CCc1nnc(NC(=O)CCC(=O)N2CCN(c3ccccn3)CC2)s1 | -4.4% | 1% | 8% | 6% | 4% | x | 12% | x | -0.9%
CC(C)OC(=O)CSc1nnc2c(n1)[nH]c1ccc(F)cc12 | -1.9% | 1% | 9% | -5% | 1% | i | 2% | -0.6% | 1.3%
CC(=O)N(c1cccc(Br)c1)C1C=CS(=O)(=O)C1 (stereo unspecified) | -4.4% | 0% | 3% | 4% | -6% | i | 14% | 0.1% | 0.3%
Cc1ccccc1N/C(=C(/C(Cl)=C(Cl)Cl)[N+](=O)[O-])n1nnc2ccccc21 | -4.1% | 1% | 6% | -116% | 47% | i | 2% | 0.2% | -0.9%
CC1=CC(c2ccccc2)n2nnnc2N1 (stereo unspecified) | x | -3% | -6% | x | -4% | i | 3% | 0.1% | x
COc1ccc(C/C(C)=N/NC(=S)Nc2ccc(Cl)cc2)cc1 | x | 3% | 2% | x | 11% | i | -5% | 0.3% | x
O=C(Cn1nnc2c(cnn2-c2ccccc2)c1=O)NCc1cccs1 | -4.1% | -2% | -3% | -6% | -4% | i | -3% | 0.3% | 0.0%
CC(=O)Nc1nc(CC(C)C)cc(-c2ccccc2)c1C#N | x | 12% | 6% | x | 11% | i | -11% | -1.0% | x
Cc1ccnc(N/C=C(\C#N)c2nc(-c3cccc(Br)c3)cs2)c1 | 12% | -5% | -3% | -41% | -8% | i | -23% | 0.0% | -0.1%
COc1ccc(NC(=O)NCCCN2CCN(c3cc(C)ccc3C)CC2)cc1 | -9.7% | -1% | 4% | 11% | 8% | i | 8% | -0.5% | -2.2%
CCCC(=O)NC(c1ccccc1Cl)c1c(O)ccc2ccccc12 (stereo unspecified) | -11% | 1% | 4% | 13% | 9% | i | 16% | -1.7% | 1.1%
